Rad51 HR inh: human RAD51 strand exchange inhibitors, primary screen, biochemical, fluorescence; DNA repair protein RAD51 homolog 1 (Homo sapiens), Q06609; hRad51 DNA strand exchange, fluorescence dequenching; inhibition, % at 10 µM; hit rate 0.085% among 200,000;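 active means inhibition above 40% at the single screening dose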;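 further: 0% = DMSO control wells and 100% = blanks with heterologous ssDNA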
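Material: Human Rad51 nucleoprotein filaments preassembled on unlabelled ssDNA | Also added: Labelled 47-mer dsDNA for strand exchange | Dosing: Single dose, 10 µM final compound | Schedule: 30-min compound preincubation and 15-min exchange, both room temperature | Technique: Fluorescence dequenching at 485/520 nm | Measure: Percent inhibition relative to plate controls and blanks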
KCC2 mod: KCC2 cotransporter modulators, thallium flux, primary screen, cell-based, HEK293 KCC2, FluoZin-2 fluorescence, MLSMR; hit rate 2.2% among 190,000; B-score of Tl+ flux slope (higher = more flux/activation; lower = inhibition) at 10 µM; Solute carrier family 12 member 5 (Homo sapiens), Q9H2X9; KCC2 cells, thallium flux FluoZin-2 fluorescence;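 active means thallium flux slope and its plate-corrected score both differing from the plate sample mean at a set confidence after two filtering rounds, in either direction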;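 further: slope of fluorescence scaled to starting intensity during 10 to 20 s after thallium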
TNF death inh: inhibitors of TNF-alpha triggered necroptosis, primary screen, cell-based, Jurkat FADD-/-, single concentration. Jurkat FADD-/- TNF necroptosis rescue, ATP luminescence, 24 h; 0 = TNF only, 100 = no-TNF cells. activation (protection from cell death), % at 10 µM. hit rate 0.068% among 220,000;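 active means activation, meaning protection from cell death, of at least 50% relative to plate controls; inactive means activation below 50%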;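 further: necroptosis triggered by 40 ng/mL TNF-alpha added together with compound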
eIF4E 4G PPI: eIF4E–eIF4G protein interaction inhibitors, primary screen, biochemical, uHTS, TR-FRET, eIF4GI fragment; Eukaryotic translation initiation factor 4E (Mus musculus) + Eukaryotic translation …; TR-FRET eIF4E-eIF4GI(517-606) binding, 2 h; inhibition, % at 21.7 µM; hit rate 0.37% among 220,000;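 active means inhibition above about 30%, limit read from the data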;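 further: 0% = full FRET control wells and 100% = background wells lacking eIF4GI fragment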
EBV gp42 block: Epstein-Barr virus gp42 inhibitors, primary screen, biochemical, uHTS, fluorescence polarization. Fluorescence polarization binding assay, mP read-out. inhibition, % (tested at 21.74 µM). hit rate 0.42% among 220,000; in the data active means inhibition above about 50%
Target sequence (Q1HVG2 whole entry, looked up): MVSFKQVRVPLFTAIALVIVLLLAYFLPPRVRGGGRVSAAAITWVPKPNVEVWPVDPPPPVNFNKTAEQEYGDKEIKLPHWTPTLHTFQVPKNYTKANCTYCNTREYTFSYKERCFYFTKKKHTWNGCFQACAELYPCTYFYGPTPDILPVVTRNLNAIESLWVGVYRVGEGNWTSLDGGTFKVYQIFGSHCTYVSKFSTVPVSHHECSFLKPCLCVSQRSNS
m-calpain inh: inhibitors of pig calpain II, primary screen, biochemical, fluorogenic peptide substrate, 1536-well | purified calpain II, 30 min | inhibition, % at 16 µM | hit rate 0.37% among 220,000;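 active means inhibition above about 50%, limit read from the data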
PERK inh: block of dimerizer-induced PERK translation repression, primary screen, PERK inhibitor project, CHO PERK-DD cells, SEAP luminescence, HTS; CHO PERK-DD fusion, SEAP luminescence translation reporter; inhibition, % at 5.6 µM; hit rate 0.17% among 220,000;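 active means inhibition above the mean inhibition of all tested compounds plus 3 SD, set separately per screening campaign, cut at about 2.9% in these data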;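 further: PERK kinase domain activated by AP20187 dimerizer at 100 nM; 0% = DMSO with dimerizer and 100% = rapamycin at 8.4 µM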
zVAD death inh: inhibitors of zVAD-triggered necroptosis, primary screen, L929 cells | hit rate 0.38% among 220,000 | L929 zVAD necroptosis rescue, ATP luminescence, 24 h; with zVAD 60 µM | viability rescue, % at 10 µM;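 active means activation, scaled between plate controls, above about 75%, limit read from the data; inactive means activation under that limit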;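 further: 0% = zVAD with DMSO and 100% = DMSO alone without zVAD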
MDM2 E3 inh: MDM2-luciferase reporter signal enhancers, primary screen, MDM2 E3 ligase inhibitor project, cell-based, luminescence, 1536-well; E3 ubiquitin-protein ligase Mdm2 (Homo sapiens), Q00987; cell-based MDM2 ubiquitination luciferase reporter, 2 h; 0 = plate control, 100 = twice control, blank-subtracted; signal enhancement, % at 5 µM; hit rate 0.11% among 210,000;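 active means signal enhancement of 30% or more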;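 further: luminescence tracks abundance of the self-degrading MDM2-luciferase fusion protein; higher signal means inhibition of MDM2 E3 ligase activity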
Target sequence (Q00987 whole entry, looked up, the tested form may be a part): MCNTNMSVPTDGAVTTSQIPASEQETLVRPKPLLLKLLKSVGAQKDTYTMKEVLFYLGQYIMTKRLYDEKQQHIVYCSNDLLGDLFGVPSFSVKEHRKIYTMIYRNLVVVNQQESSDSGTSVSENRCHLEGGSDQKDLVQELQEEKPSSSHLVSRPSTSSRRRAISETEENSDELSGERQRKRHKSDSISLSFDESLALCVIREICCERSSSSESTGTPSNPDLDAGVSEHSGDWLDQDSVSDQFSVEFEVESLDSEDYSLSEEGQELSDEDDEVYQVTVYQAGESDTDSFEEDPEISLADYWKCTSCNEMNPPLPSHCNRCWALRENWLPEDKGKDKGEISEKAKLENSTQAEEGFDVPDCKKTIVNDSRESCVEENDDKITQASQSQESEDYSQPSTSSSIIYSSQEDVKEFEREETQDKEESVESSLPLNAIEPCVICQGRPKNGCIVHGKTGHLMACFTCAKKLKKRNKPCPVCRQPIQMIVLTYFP
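Assay system: stable mammalian line carrying autodegrading MDM2–luciferase fusion reporter; amount: 2000 cells seeded into each well; buffer or medium: DMEM; benchmarks: plate control and blank wells; signal: luciferase luminescence; timing: 2 h compound exposure at 37 °C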
Active calls of the source: *; x = not tested or not shown; [ ] = dose if it differs, or a comment.

SMILES	Rad51 HR inh	KCC2 mod	TNF death inh	eIF4E 4G PPI	EBV gp42 block	m-calpain inh	PERK inh	zVAD death inh	MDM2 E3 inh
CCCS(=O)(=O)NCCc1csc(-c2ccc(OC)c(OC)c2)n1	x	0.0524	0.0	0.2	-6.0	-3.0	-1.3	1.2	-0.9
Cc1ccc2cc(C#N)c(NCCNC(=O)C3CCC3)nc2c1C	-3.2	-2.61	0.0	x	x	x	0.2	0.2	-20.2
CCCCN=C(C)c1c(O)c2ccccc2oc1=O	x	0.168	1.2	1.3[fluorescence artefact?]	2.7	73.2*	-0.3	-0.1	-8.7
CCOC(=O)c1c(C)[nH]c(C(=O)COC(=O)c2ccc(O)cc2)c1C	-20.8	x	2.2	2.5	-11.8	5.1	-1.8	8.6	-5.7
CCO[C@@H]1OC(C(=O)NCc2ccccc2)=C[C@H](c2coc3ccccc3c2=O)[C@H]1CCCO	x	-0.594	5.3	1.3	-8.8	11.4	-0.2	0.9	x
Cc1ccc(S(=O)(=O)NC2=NCN(C3CCN(Cc4ccccc4)CC3)CN2)cc1	-2.1	x	-0.1	8.1[fluorescence artefact?]	5.8	-3.5	0.0	2.8	-14.6
CCC(C)NC(=O)c1ccc(CSCc2cccc(F)c2)o1 (configuration not stated)	-2.1	-0.196	1.3	-0.3	109.5*	-11.7	-0.1	-0.3	-13.5
O=c1[nH]c2cc3c(cc2cc1C(c1nnnn1Cc1ccccc1)N1CCCc2ccccc21)OCO3 (configuration not stated)	-8.4	0.108	-1.6	0.4	-14.8	25.1	0.7	-0.3	-6.1
Cc1cccc(N2C(=O)C(O)=C(C(=O)c3cccs3)C2c2ccc(Cl)cc2)n1 (configuration not stated)	x	1.17	3.4	-1.5	-13.5	-47.3	1.9	0.4	-15.2
CCS(=O)(=O)N1CCC(C(=O)NCc2ccc(F)cc2)CC1	-4.2	-1.99	1.1	4.2	6.5	11.0	3.4*	0.6	-0.9
Cc1cc(C)cc(N(CC(=O)Nc2ccccc2C(=O)N2CCOCC2)S(C)(=O)=O)c1	12.7	2.22	0.2	-1.4	-13.2	-7.7	0.1	-0.1	5.2
CC(C)Cc1ccc(C(C)C(=O)Nc2ncccn2)cc1 (configuration not stated)	12.8	-1.82	-0.1	-0.2	-6.1	-3.8	0.5	2.3	-25.1
CC(=O)Oc1ccc2ccccc2c1C(NC(=O)Cc1ccccc1)c1ccc(Cl)cc1 (configuration not stated)	-5.4	-0.195	-1.8	0.7	-25.6	-21.4	-1.0	0.5	-13.5
COCCCNC(=O)CN1C(=O)/C(=C/c2ccccc2)Sc2ccccc21	25.4	-0.869	1.0	-5.9	-11.8	-7.3	1.2	-0.5	x
O=C(Nc1cccc2nsnc12)C1CC(=O)N(c2ccccc2)C1 (configuration not stated)	9.5	-0.229	-0.8	-5.3	-0.8	-195.7	1.0	0.1	-16.7
CCCOc1ccc2nc(C)c(CCC)c(SC(=N)N)c2c1	-2.9	0.39	-2.0	5.6	-9.4	19.3	0.5	0.2	-3.0
C=CCn1c(SCc2nc3ccccc3[nH]2)nnc1-c1ccncc1	3.6	x	1.3	-4.0	-33.2	-43.0	-0.6	0.7	-27.7
CC(CC(=O)Nc1ncc([N+](=O)[O-])s1)c1ccccc1 (configuration not stated)	11.8	x	0.3	0.7	-16.7	-3.0	0.5	0.3	-13.9
Cc1cc(Nc2nn(C)c(N)c2C#N)ccc1F	x	x	0.8	-1.5	10.1	-21.1	1.0	-0.3	-9.8
O=C(c1ccccc1)c1nc[nH]c1C(=O)Nc1ccccc1	5.4	0.388	-5.7	-2.5	-4.2	26.4	1.5	0.2	-25.4
Brc1csc(C=Nc2ccc3c(c2)OCCOCCOCCOCCO3)c1	-6.2	-0.268	0.7	-2.0	-22.8	-12.4	1.5	0.7	0.5
O=C1CC(NN2CCCCC2)C(=O)N1c1ccccc1 (configuration not stated)	x	0.355	3.0	-3.9	-10.8	-10.7	1.0	0.6	-9.4
CC(C)c1cc(Br)ccc1OCCCN1C(=O)NC(C)(C)C1=O	-10.2	-0.00672	-0.1	1.5	12.5	10.7	-0.6	0.0	-18.2
O=C(CCCc1c[nH]c2ccccc12)NCc1cccs1	0.5	-1.43	2.7	-1.2	-5.3	-17.9	-0.3	0.5	-19.4
c1ccc(SCCc2ccncc2)cc1	7.8	0.155	-0.7	1.8	0.5	-7.8	0.2	0.1	-8.7

The list goes on:
SMILES	Rad51 HR inh	KCC2 mod	TNF death inh	eIF4E 4G PPI	EBV gp42 block	m-calpain inh	PERK inh	zVAD death inh	MDM2 E3 inh
CC1CCN(S(=O)(=O)N2CCC(C(=O)NCCC3=CCCCC3)CC2)CC1	-7.4	-0.36	0.8	0.4	2.3	-8.8	1.3	1.2	3.6
Cc1ccc(NC(=O)Nc2cccs2)c(Cl)c1	-2.4	0.0743	-2.6	-0.8	-10.3	17.3	0.2	0.2	-11.4
COc1ccc(-c2csc(NC(=O)C3CCCCN3S(=O)(=O)c3ccccc3)n2)cc1 (configuration not stated)	8.2	0.158	0.2	-2.3	-16.7	-45.1	-0.6	1.0	-3.6
CC(=O)c1ccc(OCCN2CCOCC2)cc1	5.0	0.162	-0.9	-1.7	-2.6	7.5	-0.2	0.7	-18.4
C=CCNCCOCCOc1ccc(C)cc1Br	0.1	0.595	2.6	-4.1	-12.0	-10.4	-0.2	0.5	-1.0
CSC1=C(C#N)C(c2ccccc2Cl)C(C(C)=O)=C(C)N1 (configuration not stated)	0.6	-0.777	-2.7	-6.1	-13.8	-12.7	-0.9	-0.3	12.4
O=C(NCCc1ccccc1F)C1CCCN1S(=O)(=O)c1ccc2ccccc2c1 (configuration not stated)	1.2	-2.22	0.4	-0.7[fluorescence artefact?]	-5.5	-3.5	-0.8	1.3	-3.0
Nn1c(SCC(=O)Nc2ccc3c(c2)OCCO3)nnc1-c1ccccn1	x	1.36	-0.6	-0.3	-9.1	-3.5	-0.5	-0.1	-14.8
C=CCc1cc(/C=C2/NC(=O)N(CC)C2=O)cc(OCC)c1OCc1ccc(C(=O)O)cc1	-3.7	-4.23	1.0	-1.7[fluorescence artefact?]	-6.6	-27.1	0.6	0.2	-10.5
Cc1ccccc1-c1nnc(SCC(=O)Nc2c(C)n(C)n(-c3ccccc3)c2=O)o1	0.1	x	-0.1	x	x	x	0.9	0.5	x
Cc1ccc(NC(=S)N2CCN(Cc3ccccc3)CC2)cc1	10.2	-2.21	0.9	-1.0	2.4	-16.4	0.7	0.1	-25.3
C=CCNc1nc(Cl)ncc1F	-3.9	0.415	-0.5	4.1	-11.7	-13.0	0.1	0.9	-8.5
CCOC(=O)c1c(NC(=O)COC(=O)Cn2cnc3ccccc32)sc2c1CCC(C)C2 (configuration not stated)	19.3	-0.663	1.6	1.3	-2.9	4.9	-1.0	1.3	-27.2
COc1ccc(-n2c(SC(C)C(=O)Nc3ncc(Cl)cc3Cl)nc3ccccc32)cc1 (configuration not stated)	0.7	-2.54	-0.4	-0.8	0.6	-19.3	-0.5	0.8	-9.5
COc1ccc(N2C(=O)CC(N3CCC(O)(c4ccc(Br)cc4)CC3)C2=O)cc1 (configuration not stated)	6.2	0.135	-1.3	4.7[fluorescence artefact?]	-15.8	0.4	-0.1	-0.4	-12.1
COc1ccc(CNc2ccc(S(N)(=O)=O)cc2)c(OC)c1OC	-0.7	1.8	0.3	-6.4	-13.0	-6.2	0.2	-0.1	-12.1
CCOc1ccc(-c2cc(N)n(S(=O)(=O)c3ccc(OC)c(OC)c3)n2)cc1	7.9	x	-2.1	3.0	5.0	-11.6	-0.8	2.2	-13.9
Cc1nc(CCNC(=O)CC2C(=O)NCCN2Cc2ccccc2F)sc1C (configuration not stated)	x	0.919	-0.2	-4.7	2.2	-22.6	0.7	0.0	-8.8
COC(=O)C1=NN[C@H](C(=O)OC(C)(C)C)[C@H]1c1ccccc1	x	0	1.4	-0.1	-8.3	-20.6	-0.1	x	0.3

Structures above with an aryl methoxy group, in the order listed:
SMILES	Rad51 HR inh	KCC2 mod	TNF death inh	eIF4E 4G PPI	EBV gp42 block	m-calpain inh	PERK inh	zVAD death inh	MDM2 E3 inh
CCCS(=O)(=O)NCCc1csc(-c2ccc(OC)c(OC)c2)n1	x	0.0524	0.0	0.2	-6.0	-3.0	-1.3	1.2	-0.9
COc1ccc(-c2csc(NC(=O)C3CCCCN3S(=O)(=O)c3ccccc3)n2)cc1 (configuration not stated)	8.2	0.158	0.2	-2.3	-16.7	-45.1	-0.6	1.0	-3.6
COc1ccc(-n2c(SC(C)C(=O)Nc3ncc(Cl)cc3Cl)nc3ccccc32)cc1 (configuration not stated)	0.7	-2.54	-0.4	-0.8	0.6	-19.3	-0.5	0.8	-9.5
COc1ccc(N2C(=O)CC(N3CCC(O)(c4ccc(Br)cc4)CC3)C2=O)cc1 (configuration not stated)	6.2	0.135	-1.3	4.7[fluorescence artefact?]	-15.8	0.4	-0.1	-0.4	-12.1
COc1ccc(CNc2ccc(S(N)(=O)=O)cc2)c(OC)c1OC	-0.7	1.8	0.3	-6.4	-13.0	-6.2	0.2	-0.1	-12.1
CCOc1ccc(-c2cc(N)n(S(=O)(=O)c3ccc(OC)c(OC)c3)n2)cc1	7.9	x	-2.1	3.0	5.0	-11.6	-0.8	2.2	-13.9

Bioassay records as filed in PubChem BioAssay.
